# USP1 inh – Inhibitors of USP1/UAF1: Primary Screen | Ubiquitin carboxyl-terminal hydrolase 1 (Homo sapiens), O94782 | recombinant USP1/UAF1, Ub-Rhodamine cleavage fluorescence | Potency, µM (top dose mostly 57.1 µM), without a hit: at the highest dose activity change, negative = inhibition, actives largely listed as inhibitors | 390,000 compounds, 0.23% hits; further: potency means the concentration at half of the fitted maximal effect; on the % scale 0 is the no-effect control and ±100 the full control effect; nearly all actives have a fitted effect of over 60% in size; inactives centre near -12
#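 Step one: compound is pinned into 1nM USP1/UAF1 in HEPES pH 7.8 buffer with TCEP. Step two: 15 min room-temperature incubation. Step three: Ub-Rho (150nM final) starts cleavage, tracked by fluorescence over six one-minute reads.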
# PGK inhibitor – qHTS Assay to Find Inhibitors of Phosphoglycerate Kinase. Phosphoglycerate kinase, glycosomal (Trypanosoma brucei brucei), P07378. PGK/GAPDH coupled, Kinase-Glo luminescence, 60 min. Potency, µM (highest dose often 57.5 µM), without a hit: top-dose activity change, negative = inhibition, hits mostly inhibitors. 380,000 compounds, 0.043% hits. AID 602233, 2012; further: potency means the concentration at half of the fitted maximal effect; on the % scale 0 is the no-effect control and ±100 the full control effect; nearly all actives have a fitted effect of over 60% in size
#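 Luminescent ATP detection (Kinase-Glo Plus) follows a 60-minute room-temperature incubation, with wells lacking PGK as controls. Buffer: 100 mM TEA (pH 7.6), 5 mM MgCl2, 0.01% Tween-20. Coupling enzyme GAPDH (100 nM final) supplies unstable 1,3-BPG in-well.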
# Pin1 inhibitor – qHTS Assay to Find Inhibitors of Pin1; Peptidyl-prolyl cis-trans isomerase NIMA-interacting 1 (Homo sapiens), Q13526; Potency, µM (highest dose often 115 µM), inactives show at the highest dose activity, negative = inhibition, usual class: inhibitors; 390,000 compounds, 0.009% hits; Pin1 FP peptide displacement, HiFluor488, 10 min; AID 504891, 2011; active means well fitted inhibition curve with a large enough effect in the polarisation, with a control signal flat, not every such curve was filed as active; inconclusive means small, poorly fitted or top-dose-only effect, or effect the other way, or a change in a side signal; inactive means no such curve, though single readings can be large or run the other way; the % refers to the polarisation; further: potency means the concentration at half of the fitted maximal effect; on the % scale 0 is the no-effect control and ±100 the full control effect
# TrxR1 substrate – qHTS Assay for Substrates of Mammalian Selenoprotein Thioredoxin Reductase 1 (TrxR1): qHTS; Thioredoxin reductase 1, cytoplasmic (Rattus norvegicus), O89049; purified TrxR1 substrate turnover, NADPH consumption readout; Potency, µM (highest dose often 114 µM), for the others: top-dose activity change, negative = substrate turnover; 390,000 compounds, 0.01% hits; AID 588456, 2011; further: potency means the concentration at half of the fitted maximal effect; on the % scale 0 is the no-effect control and ±100 the full control effect; nearly all actives have a fitted effect of over 50% in size
#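 Rat TrxR1, dispensed at 90 nM, was prereduced with 400 uM NADPH (final) for 5 min at ~22 deg C, then incubated with compound 15 min before 400 uM selenite. A first-read NADPH fluorescence drop versus no-compound background flagged substrates.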
# TrxR1 inh – qHTS Assay for Inhibitors of Mammalian Selenoprotein Thioredoxin Reductase 1 (TrxR1): qHTS. Thioredoxin reductase 1, cytoplasmic (Rattus norvegicus), O89049. recombinant rTrxR1, NADPH fluorescence consumption, selenite substrate. Potency, µM (titrated, usually from 114 µM), inactives show at the top dose activity change, negative = inhibition, hits mostly inhibitors. 390,000 compounds, 1% hits. AID 588453, 2011; further: potency means the concentration at half of the fitted maximal effect; on the % scale 0 is the no-effect control and ±100 the full control effect; nearly all actives have a fitted effect of over 65% in size
#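 Rat TrxR1 (90 nM in the dispensed reagent) was pre-reduced with 400 uM NADPH for 5 min at room temperature, then incubated with compound for 15 min. After 400 uM selenite was added, NADPH fluorescence (Ex 340/Em 450 nm) was followed for 8 min.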
# IDH1 R132H inh – qHTS for Inhibitors of mutant isocitrate dehydrogenase 1 (IDH1): qHTS. Isocitrate dehydrogenase [NADP] cytoplasmic (Homo sapiens), O75874. IDH1-R132H enzyme, NADPH consumption, diaphorase/resazurin fluorescence. Potency, µM (series often up to 76.6 µM), for inactives: top-dose activity change, negative = inhibition, most hits filed as inhibitors. 390,000 compounds, 0.093% hits. AID 602179, 2012; further: potency means the concentration at half of the fitted maximal effect; on the % scale 0 is the no-effect control and ±100 the full control effect; nearly all actives have a fitted effect of over 65% in size
# Target sequence (O75874 whole entry R132H, stated change not applied): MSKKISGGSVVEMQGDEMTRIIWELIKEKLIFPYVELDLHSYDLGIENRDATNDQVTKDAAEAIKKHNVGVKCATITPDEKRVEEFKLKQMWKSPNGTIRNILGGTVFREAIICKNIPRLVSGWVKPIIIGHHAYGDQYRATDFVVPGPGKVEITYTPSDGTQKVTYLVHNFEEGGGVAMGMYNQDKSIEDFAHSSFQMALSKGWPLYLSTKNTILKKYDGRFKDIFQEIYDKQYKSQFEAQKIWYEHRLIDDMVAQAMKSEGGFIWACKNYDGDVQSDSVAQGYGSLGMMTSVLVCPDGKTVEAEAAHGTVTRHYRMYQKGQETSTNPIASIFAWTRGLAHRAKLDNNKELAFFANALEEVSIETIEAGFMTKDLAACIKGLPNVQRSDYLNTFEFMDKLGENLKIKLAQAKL
#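 IDH1-R132H (0.5 ug/mL) preincubated 30 min with compound, then NADPH (0.016 mM) and alpha-KG (2 mM) added; 80 min at RT, pH 7.5. Remaining NADPH coupled via diaphorase/resazurin to fluorescence (540/590 nm); concentration-response curves normalized to no-enzyme control.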
# PI4K2A inh – qHTS for small molecular inhibitors of PI4K2A | Phosphatidylinositol 4-kinase type 2-alpha (Homo sapiens), Q9BTU6 | purified PI4K2A, ADP-Glo luminescence, 1 h; active compounds read low | activity change, negative = inhibition, % at 76.9 µM | 420,000 compounds, 0.13% hits | AID 1346378, 2018; in the data active means activity change below about -50%; inconclusive means mostly about -30% to -49%;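 further: -100% = wells without enzyme as full effect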
#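 ADP-Glo luminescence measured ADP generated by PI4K2A enzyme (4 ug/mL before mixing) with 1.2 mM PI substrate (pre-mix) and 300 microM ATP (pre-mix). Tris pH7.5 buffer with MgCl2, Triton X-100; 1 h reaction at ambient temperature.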
# GLS inhibitor – qHTS for Inhibitors of Glutaminase (GLS); Glutaminase kidney isoform, mitochondrial (Homo sapiens), O94925; GLS enzymatic activity, qHTS titration; Potency, µM (highest dose often 45.5 µM), for the others: at the top dose activity change, negative = inhibition, actives largely listed as inhibitors; 410,000 compounds, 0.21% hits; further: potency means the concentration at half of the fitted maximal effect; on the % scale 0 is the no-effect control and ±100 the full control effect
# Target sequence (O94925 whole entry, looked up, canonical isoform): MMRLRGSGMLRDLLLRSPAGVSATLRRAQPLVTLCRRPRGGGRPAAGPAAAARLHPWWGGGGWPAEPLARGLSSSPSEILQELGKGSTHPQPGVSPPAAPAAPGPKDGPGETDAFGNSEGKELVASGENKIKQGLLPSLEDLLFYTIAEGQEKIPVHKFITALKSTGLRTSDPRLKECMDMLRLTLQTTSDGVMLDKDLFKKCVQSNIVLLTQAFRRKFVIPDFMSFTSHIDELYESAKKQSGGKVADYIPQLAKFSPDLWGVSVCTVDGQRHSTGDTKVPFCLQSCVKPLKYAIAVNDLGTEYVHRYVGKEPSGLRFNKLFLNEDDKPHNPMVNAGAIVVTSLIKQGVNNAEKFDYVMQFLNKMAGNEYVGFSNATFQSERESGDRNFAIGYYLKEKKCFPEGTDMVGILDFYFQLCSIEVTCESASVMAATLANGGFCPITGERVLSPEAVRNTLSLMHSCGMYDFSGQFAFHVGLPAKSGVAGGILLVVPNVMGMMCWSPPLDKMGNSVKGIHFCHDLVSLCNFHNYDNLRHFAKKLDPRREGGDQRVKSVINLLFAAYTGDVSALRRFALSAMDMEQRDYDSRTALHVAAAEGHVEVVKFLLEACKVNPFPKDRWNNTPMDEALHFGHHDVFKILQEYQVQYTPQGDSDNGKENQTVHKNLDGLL
#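 Assay buffer: 45 mM KH2PO4 pH 8.2, 0.02% Tween-20. hKGA acts on L-glutamine (1 mM solution added); product glutamate is reported by an oxidase/peroxidase Amplex Red coupling, with fluorescence taken at baseline and 30 min.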
# HP1b binding inh – HTS for Inhibitors of HP1-beta Chromodomain Interactions with Methylated Histone Tails. AlphaScreen HP1-beta / biotin-H3K9me3 peptide binding. 390,000 compounds, 0.56% hits. Potency, µM (highest dose often 114 µM), without a hit: at the highest dose activity change, negative = inhibition, most hits filed as inhibitors; further: potency means the concentration at half of the fitted maximal effect; nearly all actives have a fitted effect of over 70% in size; inactives centre near 23
#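 HP1-beta protein (50 nM final) preincubated 30 min at room temperature with biotinylated H3(1-18)K9me3 peptide (50 nM) in PBS pH 7.4, 0.01% Tween-20, then compound added for 30 min. AlphaScreen streptavidin donor/nickel chelate acceptor beads (10 ug/mL final), 30 min dark, luminescence read.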
# * hit, by the source's call; i = inactive; ? = inconclusive; & = joins results of further samples; [ ] = remark or other dose. Unless noted, the call rests on the fitted dose curve; in most records, active means well fitted curve in the direction sought with a large enough effect; inconclusive means small, poorly fitted or top-dose-only effect, or another doubt; inactive means no such curve, though single readings can be large; an effect the other way counts as inactive or inconclusive.
SMILES,USP1 inh,PGK inhibitor,Pin1 inhibitor,TrxR1 substrate,TrxR1 inh,IDH1 R132H inh,PI4K2A inh,GLS inhibitor,HP1b binding inh
COc1ccc(S(=O)(=O)NC(C)C(=O)NCCN2CCOCC2)cc1Cl (centres undefined),-5.7%,-4.6%,-1.8%,8.6%[0.0914 µM],27.0%[57.1 µM],0.3%,-5.3,-1.5%,12.1%
CC(C)(C)c1ccc(OCCC(=O)Nc2ccc(N3CCOCC3)cc2N2CCOCC2)cc1,-21.3%,-5.4%,-1.6%,4.3%[57.1 µM],5.9%[57.1 µM],13.1%,2.4,16.6%,-14.0%
Cc1c(C(=O)OCc2nc3ccsc3c(=O)[nH]2)oc2ccccc12,-3.1%,-8.9%,-4.5%,-11.4%,-13.6%,12.3%,-3.2,-5.1%,42.4%[activator]
COc1ccc(S(=O)(=O)N2CCC(C(=O)Nc3nnc(C)s3)CC2)cc1OC,-8.5%,-9.4%,-3.2%,-14.3%,-15.7%,3.2%,2.0,-6.6%,17.8%
COc1ccccc1-c1nc2ccccc2c(=O)n1O,-6.8%,8.8%,-3.9%,2.3%[57.1 µM],-11.6%[57.1 µM],0.8%,9.6,0.3%,-12.8%
CC1CCN(CCCNC(=O)C2CCC(CNS(=O)(=O)c3ccccc3)CC2)CC1 (centres undefined),-18.0%,-10.0%,-1.7%,3.9%,5.1%,5.3%,-0.3,0.2%,36.8%
CC1=CC(=O)C(C(C)C)=CC1=NC(=O)c1ccc(C)cc1,-26.4%,-7.7%,8.3%,-15.1%,?,12.2%,1.3,-3.5%,22.4µM*
COc1cccc(CNC(=O)Cc2c(C)c3c(cc(C)c4c(C)c(C)oc43)oc2=O)c1,-6.4%,-7.8%,0.2%,23.8%,31.3%,-2.7%,-1.7,-14.9%,44.1%[activator]
COc1ccc(OCc2cc(C(=O)N3CCC(c4ccccc4)CC3)no2)c(Cl)c1,-11.0%,-9.8%,4.5%,-11.2%,-4.9%,4.2%,1.4,0.0%,32.8%[activator]
Cc1c(C(=O)Nc2ccccc2F)sc2ncn(CC(=O)N3CCOCC3)c(=O)c12,-14.6%,-1.8%,1.1%,-2.7%,6.4%,-7.5%,8.5,-6.4%,26.5%
O=C(NCCCN1CCOCC1)c1ccc(Sc2ccc(F)cc2)c([N+](=O)[O-])c1,-20.1%,3.2%,13.7%,1.2%,11.2%,2.4%,-5.5,4.2%,-9.1%
CCC1CN(C(=O)N2CCC(C(=O)NCc3cccc(OC)c3OC)CC2)c2cc(C)ccc2O1 (centres undefined),-8.8%&-7.8%,-1.0%&-1.9%,-3.5%&8.7%,-4.7%,16.9%&25.5%,-9.9%&7.6%,-0.4&-11.7,1.0%&-2.9%,53.2%&28.0%[activator]
CC(=O)NC(Cc1ccc(C)cc1)C(=O)NC1CCN(C(=O)NCc2ccccc2)CC1 (centres undefined),-9.3%,-5.5%,1.9%,-7.7%,7.2%[57.1 µM],3.2%,-0.5,-0.1%,25.6%
COCC(=O)Nc1ccccc1NC(C)=O,-15.8%,-4.3%,-0.4%,5.2%[57.1 µM],-5.2%[57.1 µM],-0.7%,-1.3,-8.5%,33.8%[activator]
O=C(O)/C=C\C(=O)Nc1ccccc1N1CCN(c2ccccc2)CC1,-12.2%,-0.5%,-0.1%,-2.3%,?,-4.0%,0.4,31.2%[activator],21.5%
COC(=O)c1nccnc1C(=O)Nc1ccccc1N1CCOCC1,-11.0%,i,-7.9%,1.8%,28.1%,15.8%,3.1,-2.5%,46.7%[activator]
Cc1cccc(NC(=S)NNC(=O)c2ccccc2OC(F)F)c1,-7.4%,-6.6%,-4.4%,-15.2%,-31.9%,-1.2%,5.7,28.3%,7.6%
COc1ccc(CN(C)C(=O)c2cccc(S(=O)(=O)N3CCN(c4ccccc4)CC3)c2)c(OC)c1OC,2.0%,12.1%,0.3%,2.7%[57.1 µM],6.2%,-2.7%,-4.0,15.5%,9.2%
Cc1cc(S(=O)(=O)NCCN2CCOCC2)ccc1Cl,-10.9%,-0.3%,-1.4%,5.4%,24.2%,-11.8%,1.4,4.3%,20.6%
Oc1ccc2ccccc2c1CN1CCN(C/C=C/c2ccccc2)CC1,-12.0%,4.3%,?,4.9%,?,-1.6%,-2.8,3.3%,9.6%
O=C(Nc1ccc(Cl)c(Cl)c1)Nc1ccccn1,-19.3%,1.8%,-5.3%,-8.3%,-8.7%,-9.9%,-1.8,0.3%,38.4%
COc1ccccc1N(C)S(=O)(=O)c1ccc(C(=O)OCC(=O)Nc2ccc(C(N)=O)cc2)cc1,-8.6%,1.3%,16.8%,-5.6%,3.1%,-11.7%,-2.8,8.1%,27.4%
C[C@]12c3[nH]c4ccc(Cl)cc4c3CCN1C(=O)[C@@H](CC(=O)NCc1cccc(C(F)(F)F)c1)C[C@@H]2C(=O)N1CCCCC1,?,5.3%,?,-11.9%,1.2%,0.0%,0.0,-6.1%,16.6%
CSc1nc2c(c(=O)n1-c1ccccc1)SCC2,-7.0%,0.7%,-2.5%,0.3%,13.5%,1.4%,1.4,3.2%,16.9%
COc1cccc(/C=C2/C(=O)NN(c3ccc(F)cc3)C2=O)c1,-9.3%,-2.9%,?,14.4%[57.1 µM],-57.4%,5.7%,-3.2,-27.7%,-26.9%
O=C(NCCC(=O)N1CCC2(CC1)NCCc1[nH]cnc12)c1cccc(C(F)(F)F)c1,-16.6%,-1.7%,-1.6%,1.2%,14.0%,-5.5%,0.5,-2.1%,36.4%
c1ccc(-c2cc(-c3ccc(N4CCOCC4)cc3)nc3ccccc23)cc1,-15.8%,-7.9%,-3.0%,36.7%,38.8%,0.2%,-2.2,2.9%,141.1%[activator]
Cc1ccc2[nH]c(=O)c(CC=C(Cl)Cl)c(C)c2c1,-19.6%,-8.0%,-2.0%,-2.2%,2.0%,-5.5%,0.1,2.0%,29.5%
O=C(Nc1ccc(-c2nnc(-c3ccccc3)o2)cc1)C1CCCO1 (centres undefined),-16.0%,-8.8%,13.7%,72.7%[activator],43.0%[activator],-6.7%,2.6,-26.3%,18.6%
COc1cccc(/C=N/NC(=O)c2cnccn2)c1OC,-1.8%,-6.9%,-11.8%,-1.3%[57.1 µM],14.8%[57.1 µM],6.9%,3.1,-13.7%,18.3%
Cc1ccc(OCCC(=O)NNC(=O)c2ccccc2F)cc1,-18.6%,-6.2%,0.1%,4.1%,22.3%,7.8%,7.3,-0.4%,35.2%
Nc1ccccc1C(=O)N1CCc2ccccc21,-25.2%,-8.8%,0.6%,4.7%,8.3%,1.7%,-1.9,3.1%,42.0%
CC(C)C1C(C#N)=C(N)Oc2n[nH]c(C(C)(C)C)c21 (centres undefined),-2.9%,3.6%,-5.6%,8.2%[57.1 µM],-9.4%,0.7%,4.3,12.0%,27.2%
Cc1occc1C(=O)NC(C)CCc1ccccc1 (centres undefined),2.0%,-0.8%,-1.6%,4.0%,5.9%,0.7%,-9.9,-2.5%,7.3%
N#Cc1cnc(NOCc2ccc(Cl)cc2)nc1,-8.9%,1.0%,-0.8%,2.3%[57.1 µM],-0.1%[57.1 µM],4.1%,-2.8,-15.6%,49.9%[activator]
COc1ccc(OCCn2cnc3ccccc32)cc1,-18.3%,-8.3%,9.6%,6.2%,11.8%,4.0%,-2.5,1.0%,14.2%
CCOC(=O)C1(CCSC)NC(c2ccco2)C2C(=O)N(C)C(=O)C21 (centres undefined),-1.0%,-2.8%,-4.4%,0.3%,3.2%,10.2%,0.6,0.4%,17.6%
Cc1ccc(N(CC(=O)N2CCOCC2)S(C)(=O)=O)cc1C,-16.9%,-0.2%,1.9%,6.0%,17.9%,1.8%,-1.5,-4.2%,25.4%
CCOc1ccc(-c2cc(C(=O)NCc3ccc(OCC)c(OC)c3)[nH]n2)cc1,-19.2%,-4.3%,1.3%,2.6%,9.4%,-5.7%,-5.3,-0.1%,7.8%
CC1CCN(c2ccc(NC(=O)c3cccnc3Cl)cc2)CC1,-18.2%,i,4.4%,-2.2%,4.4%,7.5%,-1.8,52.6%[activator],43.4%[activator]
CC(C)CN(CCCNC(=O)c1cc(-c2ccc(Br)s2)nc2ccccc12)CC(C)C,-7.7%,2.8%,8.4%,17.1%,11.3%,2.7%,2.4,2.6%,42.1%

# High-throughput results (PubChem)

# These rows are one share of the data. The share of hits here may be higher or lower than overall.
